Screening data as filed in PubChem BioAssay.
AddAB inh: less growth of phage-infected E. coli with AddAB. inhibition, % at 11.9 µM. AID 435030. E. coli expressing H. pylori AddAB, absorbance growth. hit rate 0.29% among 330,000; in the data active = inhibition above about 12%;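 note: 0% = vehicle wells of infected cells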
DAGLB inh: diacylglycerol lipase beta (human) inhibition | HEK293T DAGLB membrane lysate, EnzChek fluorogenic substrate | inhibition, % at 5.17 µM | hit rate 0.059% among 340,000; in the data active = inhibition above about 34%;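 note: 0% = enzyme with vehicle and 100% = wells lacking enzyme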
phage Ecoli inh: E. coli growth loss with phage present; growth absorbance; inhibition, % at 11.9 µM; hit rate 0.26% among 360,000; AID 651602; in the data active = inhibition above about 11%
Ecoli viability: reduces bacterial viability in AddAB counter-screen; E. coli V3065 growth, OD600 absorbance, 18 h; inhibition, % at 11.9 µM; hit rate 0.27% among 330,000;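 active = inhibition above the campaign's mean inhibition across all tested compounds plus 3 SD, cut at about 9.9% in these data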;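 note: uninfected addAB+ strain grown without phage in ampicillin broth; 0% = DMSO wells and 100% = ciprofloxacin 0.95 µg/ml wells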
HTR5A inv ag: counter-screen for OPRM1-OPRD1 inverse agonists: human HTR5A inverse agonism | HTR5A cell line, luminescence | inhibition, % at 9.3 µM | hit rate 0.083% among 340,000; in the data active = inhibition mostly above about 23%, no sharp cut-off; inactive = mostly below about 18%;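 note: 0% = cells with DMSO and 100% = no-cell wells with DMSO; some compounds called inactive have numbers as strong as hits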
Tat export inh: blocks Tat-dependent protein export in E. coli | E. coli MC4100 TorA-mCherry Tat export, fluorescence | inhibition, % at 10 µM | hit rate 0.036% among 340,000 | AID 488895;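 active = mean replicate inhibition at least 50% and at least half of replicates individually reaching 50%; inconclusive = only one of the two criteria met; inactive = neither criterion met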;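 note: exported cargo escapes ClpAP degradation while cytoplasmic cargo is degraded and loses fluorescence; 0% = median of neutral control wells and 100% = median of NaSCN control wells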
SUMO Mot1 rescue: blocks SUMOylation pathway, rescuing yeast Mot1-301 growth | hit rate 1% among 320,000 | AID 2716 | growth rescue, % at 18.8 µM | S. cerevisiae Mot1-301 growth rescue, ATP luminescence, 38.5C; percent above DMSO median, 100 means doubled;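 active = every valid replicate shows activation above 250% relative to neutral control wells; inactive = the rest, any valid replicate at or below 250%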;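 note: OY570 slx delta 5 strain wells were the positive control but not used for scaling; some compounds called inactive have numbers as strong as hits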
CDK5 inh: blocks human CDK5/p35 kinase activity | Q00535+Q15078 | Recombinant CDK5/p35, ADP-Glo luminescence, 60 min | inhibition, % at 10 µM | hit rate 0.01% among 330,000;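 active = highest replicate inhibition of at least 50% and at least 75% of replicates reaching 50%; inconclusive = only one of the two criteria met; inactive = both criteria failed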;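 note: plate controls were DMSO neutral control for no effect and GW8510 at 10 µM for full effect; many of its hits are not listed in these tables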
Target sequence (Q00535 whole entry, looked up): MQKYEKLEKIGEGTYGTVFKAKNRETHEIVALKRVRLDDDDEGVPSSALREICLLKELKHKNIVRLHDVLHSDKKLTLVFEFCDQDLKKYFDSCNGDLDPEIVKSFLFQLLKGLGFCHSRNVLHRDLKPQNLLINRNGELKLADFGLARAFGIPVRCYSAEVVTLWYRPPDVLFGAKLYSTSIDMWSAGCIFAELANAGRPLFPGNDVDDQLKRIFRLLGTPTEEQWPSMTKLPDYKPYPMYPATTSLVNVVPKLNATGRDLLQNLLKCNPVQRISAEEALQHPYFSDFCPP
Target sequence (Q15078 whole entry, looked up): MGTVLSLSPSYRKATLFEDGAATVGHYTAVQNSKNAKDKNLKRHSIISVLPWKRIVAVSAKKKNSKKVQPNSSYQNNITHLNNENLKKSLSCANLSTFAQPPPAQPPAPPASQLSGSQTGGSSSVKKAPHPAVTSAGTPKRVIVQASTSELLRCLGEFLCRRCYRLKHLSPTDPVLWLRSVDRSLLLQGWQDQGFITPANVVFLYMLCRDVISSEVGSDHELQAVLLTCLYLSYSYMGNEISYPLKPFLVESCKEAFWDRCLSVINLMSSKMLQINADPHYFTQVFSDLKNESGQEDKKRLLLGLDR
PKA-R2B act: activates the human PKA-R2B holoenzyme complex | P22694+P31323 | PKA-R2B holoenzyme dissociation, Cy5-IP20 fluorescence polarization; R2B truncated from residue 108, S112A mutant; 0% DMSO only, 100% 113 µM cGMP | activation, % at 11.4 µM | hit rate 0.079% among 340,000;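 active = activation above a cutoff set at the mean over all compounds plus 3 SD, cut at about 18% in these data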;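 note: higher means more holoenzyme dissociation and a rise in polarization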
Target sequence (P31323 whole entry, looked up, other chains not shown, the tested form may be a part): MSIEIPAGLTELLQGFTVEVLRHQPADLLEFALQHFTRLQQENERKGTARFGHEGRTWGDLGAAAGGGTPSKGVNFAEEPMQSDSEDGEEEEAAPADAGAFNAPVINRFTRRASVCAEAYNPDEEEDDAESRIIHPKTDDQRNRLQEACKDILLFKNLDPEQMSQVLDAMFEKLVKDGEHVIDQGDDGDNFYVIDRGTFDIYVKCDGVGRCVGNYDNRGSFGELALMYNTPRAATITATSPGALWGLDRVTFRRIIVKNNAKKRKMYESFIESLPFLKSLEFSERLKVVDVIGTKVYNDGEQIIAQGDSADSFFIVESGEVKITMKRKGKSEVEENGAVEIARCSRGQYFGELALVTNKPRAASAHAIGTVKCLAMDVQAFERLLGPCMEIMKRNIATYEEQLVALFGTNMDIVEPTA
PKA-R1A activ: PKA-R1A complex activation; P00514+P68181; PKA-R1A dissociation, Cy5-IP20 fluorescence polarization; scaled: DMSO 0%, 113 µM cGMP 100%; activation, % at 11.4 µM; hit rate 0.083% among 340,000;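 active = percent activation above the mean of all tested compounds plus 3 SD, cut at about 19% in these data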;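 note: higher means more PKAc released from R1A so a rise in polarization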
HTR5A ag ctr: counter-screen for OPRM1-OPRD1 agonists: human HTR5A agonism | P47898 | activation, % at 9.3 µM | hit rate 0.61% among 340,000 | HTR5A agonist assay, luminescence, cell-based; in the data active = activation mostly above about 9.5%, no sharp cut-off; inactive = mostly below about 7.6%;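 note: 0% = cells with vehicle only and 100% = reference agonist; strong numbers were not always called active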
* = called active by the depositor; ? = inconclusive; . = no result given; & = joins results of further samples.

SMILES	AddAB inh	DAGLB inh	phage Ecoli inh	Ecoli viability	HTR5A inv ag	Tat export inh	SUMO Mot1 rescue	CDK5 inh	PKA-R2B act	PKA-R1A activ	HTR5A ag ctr
O=C(NCc1ccc(Cl)cc1)c1cc2ccccc2oc1=O	.	-2	2.5	.	1	4	29	0.3	-1	7	0
COc1cc(NC(=O)C2CC(c3c(F)cccc3Cl)=NO2)cc(OC)c1OC (stereo unspecified)	1.2	-7	1.9	-3.0	-4	3	1	-0.2	3	-10	1
C/C(=N\NC(=O)c1ccccc1)c1ccccc1Br	-0.4	1	2.0	-1.1	-12	-8	2	-4.7	5	-8	0
COC(=O)CSc1nnc(CNc2ccc(OC)cc2)n1C	3.2	0	0.8	-0.9	2	-5	-9	1.6	1	-9	-1
CC(NC(=O)COC(=O)C1CC1C)c1cccc(Cl)c1 (stereo unspecified)	1.2	-1	5.0	-0.3	-12	0	9	-0.6	-3	5	5
Cc1ccc(NC(=O)CN(C)C(=O)Cn2ncc(Cl)c(Cl)c2=O)cc1	-0.9	-2	2.2	-3.6	-53	-5	-3	-0.8	-3	3	-3
O=C(COC(=O)/C=C/c1cccc(Cl)c1)Nc1c(F)cccc1F	0.7	-3	1.2	-0.4	-16	-3	-10	-1.8	-13	-7	4
COc1ccc(OC)c(NC(=O)c2cc(-c3cc(Cl)ccc3O)n[nH]2)c1	-0.9	-4	4.4	1.0	-47	-4	-3	-0.9	2	0	9
Cc1ccc(-n2nc(C(=O)N3CCN(C)CC3)c3c4ccccc4n(C)c3c2=O)cc1	0.3	3	2.4	-2.8	-6	12	13	0.5	-4	5	2
Nc1nc(SCC(=O)NCC2CCCO2)[nH]c(=O)c1NC(=O)c1ccc(F)c(F)c1 (stereo unspecified)	-0.1	2	1.3	1.3	-4	13	6	-5.1	-2	-5	2
Cc1cc(CN2CCCC(N3CCc4ccccc4C3)C2)cc(C)c1O (stereo unspecified)	1.0	3	1.9	-3.4	2	4	8	0.4	-7	2	-1
Nc1nnc(-c2ccc(F)cc2)s1	2.5	-1	2.9	1.2	-20	?	-19	-0.7	-11	4	5
CCCCC(=O)Nc1ccc(NC(=O)C(C)C)cn1	0.8	0	1.7	-2.5	23	-9	.	-1.2	-4	-4	6
CCOc1ccc(NC(=O)CN(c2ccc(OC)cc2)S(=O)(=O)c2cccs2)cc1	1.3	-5	2.5	-0.7	12	-2	3	-0.9	-5	-3	-3
O=C(CN1C(=O)S/C(=C/c2ccncc2)C1=O)N1CCOCC1	2.2	-3	4.5	-1.4	-25	-7	-20	-0.8	3	6	4
CC(=O)[C@H]1CC[C@H]2[C@@H]3CCC4=CC(=O)CC[C@]4(C)[C@H]3[C@H](O)C[C@]12C	0.3	1	1.8	-0.6	2	-5	11&36	-0.1	-5	-3	-1
Cc1ccc(Cn2c(C(CO)Nc3nc(-c4ccc(F)cc4)cs3)nc3ccccc32)cc1 (stereo unspecified)	-1.8	3	1.6	-0.3	6	-13	-5	-0.2	4	6	12
Cc1cc(C)n2nc(C(=O)N/N=C/c3c4ccccc4cc4ccccc34)nc2n1	-1.7	2	3.3	-2.4	7	4	.	3.0	-12	5	3
Cn1cc(S(=O)(=O)c2ccccc2)c(=O)c2cc(F)c(N3CCOCC3)cc21	2.7	1	2.5	-1.4	16	-3	8	2.0	2	0	0
Cc1ccc(NCC(=O)Nc2c(C)n(C)n(-c3ccccc3)c2=O)cc1S(=O)(=O)N(C)C	1.9	3	0.5	2.7	-5	-9	-1	0.8	-1	-4	2
Cc1ccc(CN(C)CC(=O)Nc2ccccc2C(=O)NC2CC2)o1	4.0	1	-0.8	1.0	2	-6	-16	0.7	-1	-4	-1
COc1ccc(CC(=O)OCC(=O)Nc2ncc(Cl)cc2Cl)cc1	1.2	3	1.9	0.5	-11	-7	-8	-1.4	-14	-5	-3
CN(C)c1ccc(C(=O)NCC2CCCO2)cc1 (stereo unspecified)	3.4	-1	0.9	-0.7	16	-4	232	0.6	-2	-6	4
COc1ccc(O)c(C(=O)c2cc(C(=O)NCCc3ccccc3)c(=O)n(CCc3ccccc3)c2)c1	4.2	-5	5.4	2.0	8	12	-23	-2.1	-5	-9	-2
CN(C)S(=O)(=O)N1CCC(Oc2cccc(C(=O)N3CCCCCC3)c2)CC1	-0.4	-1	3.0	1.9	18	-7	9	1.0	-6	4	4
CC1(C)Cc2ccccc2C(/C(C#N)=N/O)=N1	0.2	-3	3.2	0.2	2	-5	0	-0.3	-2	4	-5
CCOc1ccc(NC(=S)c2ccc3ccccc3n2)cc1	3.4	4	-1.3	1.7	-1	1	9	-0.6	-1	-21	0
CCN(c1cccc(C)c1)c1nc2ccsc2c(=O)s1	2.1	-9	2.5	0.2	3	4	4	0.4	-8	-6	6
Cc1cc(C)nc(NS(=O)(=O)c2ccc(N/C=C\C(=O)c3ccc(Cl)cc3)cc2)n1	4.8	4	-0.6	-0.9	-15	-4	50	1.3	-7	-3	5
Cc1ccc(-n2c(O)c(C=NC3CCS(=O)(=O)C3)c3ccccc3c2=O)c(C)c1 (stereo unspecified)	1.1	-1	0.2	-0.7	6	-7	0	-3.4	12	-5	7
CC(OC(=O)CNC(=O)C12CC3CC(CC(C3)C1)C2)C(=O)Nc1ncc(Cl)cc1Cl (stereo unspecified)	0.8	1	3.5	-1.5	4	-1	-1	-0.7	-9	-3	-4
COc1ccc(C(=O)O)cc1NC(=S)NC(=O)/C=C/c1ccc(C(C)C)cc1	0.1	4	1.4	0.4	0	-3	-4	1.3	1	-9	0
COc1ccc(Nc2nc(-c3ccccc3)cs2)cc1	2.0	2	0.8	-2.5	9	-5	-9	-2.1	-2	-6	6
COc1ccc(C(=O)OCC(=O)Nc2cccc(C(C)=O)c2)cc1OC	4.3	-2	3.4	2.1	-3	-6	-16	0.7	3	4	1
Cc1nc(SCC(=O)Nc2ccc3c(c2)OCCO3)nc(C)c1C	2.1	-2	4.0	2.0	18	1	57	-0.8	-6	-8	-1
CCOC(=O)c1cccc(NC(=O)c2ccccc2C)c1	-0.3	-4	2.6	0.0	-11	-7	247	0.1	-4	11	-1
COc1c(Cl)cc(C(=O)NCc2ccco2)cc1Cl	3.4	-4	1.3	-0.4	5	1	-5	2.7	0	-5	-1
Cc1cc(C)cc(N2C(=O)N(c3ccccc3C)C3CS(=O)(=O)CC32)c1 (stereo unspecified)	3.7	-1	2.7	0.1	-10	2	43	1.4	1	-9	4
CCCCN1C[C@H](O)[C@@H](O)[C@H](O)[C@H]1CO	-0.9	0	3.0	-3.0	-59	2	-3	0.2	1	8	1
COc1ccc(CC(=O)Nc2cc(S(=O)(=O)N3CCCCC3)ccc2C)cc1	.	3	3.2	.	17	-1	.	-0.3	12	-4	4
COc1ccc(C(CNC(=O)c2ccc(-c3ccccc3)cc2)N(C)C)cc1OC (stereo unspecified)	1.7	0	0.6	-2.7	-9	-9	7	0.8	9	-8	3
CC(=O)n1nc(-c2ccc(C)cc2)nc1NCc1ccc(F)cc1	.	-1	2.4	.	-30	-12	.	-0.9	-20	-3	1
CCN(CC)CCNC(=O)c1cc2ccccc2nc1Cl	0.3	-1	1.9	0.3	10	9	15	1.7	-11	-4	10
Cc1ccsc1/C=C(\C(=O)c1ccc(OC(C)C)cc1)c1nc2ccccc2o1	4.2	-12	3.3	0.1	3	-3	-14	-3.2	-2	-5	-2
Cc1cc(O)c(C(C)C)cc1C1(c2cc(C(C)C)c(O)cc2C)OC(=O)c2ccccc21	6.0	-6	3.3	1.2	-5	-4	156	0.0	-8	-9	20*
CC(C)(C)OC(=O)C[C@H]1C/C=C\C[C@@H](CC(=O)N[C@@H](CO)Cc2ccccc2)C(=O)NCCOC1=O	5.1	-1	1.7	2.2	0	-3	-32	0.5	9	5	4
CCO[C@H]1OC(C(=O)N2CCOCC2)=C[C@@H](c2ccc(Br)cc2)[C@@H]1CCCO	3.6	2	3.9	0.3	-8	-5	3	1.2	-8	7	5
COCCNc1nc2c(c(=O)[nH]c(=O)n2C)n1CCCc1ccccc1	3.0	0	2.7	0.3	3	-3	-10	-1.9	-11	-2	-1
OC(CNc1ccccc1)Cn1ccc2ccccc21 (stereo unspecified)	-0.7	-1	-0.5	-1.0	-7	-12	-5	-1.6	-8	-3	2
CCC(=O)C1CCCN(C(=O)c2ccc(OC3CCN(C(=O)c4cccnc4)CC3)cc2)C1 (stereo unspecified)	2.7	-1	1.5	-1.3	-2	-9	305	1.7	9	-10	1
O=C(/C=C/c1c(Cl)cccc1Cl)NCCc1ccccc1	1.0	-14	2.2	0.5	-6	2	54	-1.0	-2	-8	12
O=c1c([N+](=O)[O-])c(O)c2cccc3c2n1CCC3	3.0	5	1.7	0.6	10	-5	14	2.0	0	7	-3
CN(C)S(=O)(=O)c1ccc(NC(=O)CN2CCN(C(c3ccccc3)c3ccccc3)CC2)cc1	2.8	-2	1.1	-0.5	-21	0	-20	-1.6	1	-2	3
O=C1O[C@@H](c2ccc(O)cc2)Cc2cccc(O)c21	0.6	-4	2.0	1.4	-15	-2	12	0.0	-3	2	0
COc1ccc(CNC(=O)CN(Cc2ccc(Cl)cc2)S(C)(=O)=O)cc1	3.6	-5	1.9	-0.5	-20	-2	-15	-0.1	-4	-10	-1
CCOC(=O)c1c(N)sc2c(OCC)c(Br)ccc12	0.6	-6	1.2	-2.7	4	6	11	-0.3	-20	-2	9
Cc1nnc(N/N=C/c2cccc(OCc3ccc(Cl)c(Cl)c3)c2)n1N	7.0	-4	2.0	2.8	-25	-12	-15	0.9	-10	-2	7
COC(=O)C1=C(COc2ccc(C=O)cc2OC)NC(=O)NC1c1cc(C)ccc1C (stereo unspecified)	0.2	1	3.6	0.9	-7	-11	47	1.6	-4	-7	2
CCc1c(O)nc(SCC(=O)NCc2ccco2)[nH]c1=O	-0.8	-2	1.9	-1.2	5	6	-10	0.9	-7	-14	-4
C=CCn1c(SCC#N)nnc1-c1ccc2ncccc2c1	2.8	-3	1.5	-0.3	2	1	1	-0.4	5	-5	-2
Other structures follow:
SMILES	AddAB inh	DAGLB inh	phage Ecoli inh	Ecoli viability	HTR5A inv ag	Tat export inh	SUMO Mot1 rescue	CDK5 inh	PKA-R2B act	PKA-R1A activ	HTR5A ag ctr
CN(C)c1ccc(/C=N/NC(=S)NCc2ccccc2)cc1	3.5	5	2.7	1.6	1	-3	-1	2.3	-6	-12	3
CCN(CC(=O)NCCc1ccc(Cl)cc1)Cc1nc2ccccc2c(=O)[nH]1	-2.8	-1	2.3	-1.5	-2	0	2	-4.1	0	3	1
CCC(=O)NCC(=O)OCC(=O)c1ccccc1	-1.6	-2	2.2	-0.2	-40	2	-13	1.6	0	-8	0
COc1ccc(-c2nc(C#N)c(N3CCc4ccccc4C3)o2)cc1OC	-1.0	-5	3.2	-0.9	-42	3	15	1.7	7	3	18*
